RXFP1 ag – RXFP1 (human) receptor agonism; Q9HBX9; HEK293T-RXFP1 cAMP TR-FRET, 30 min; response scale: percent of porcine relaxin response, buffer zero; Potency, µM (highest dose often 57.5 µM), for the others: top-dose activation, hits mostly activators; 370,000 tested, 0.3% active; AID 2676; also: % is scaled to controls: 0 for no effect and ±100 for the full control effect; nearly all actives have a fitted effect of over 60% in size; many of its hits are not listed in these tables
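HEK293 cells stably expressing RXFP1, treated 30 min at 37C with compounds plus PDE4 inhibitor Ro 20174; cAMP measured by HTRF TR-FRET. Normalized to buffer and 29 nM porcine relaxin; EC50 by Hill fit.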
ALOX12 inh – ALOX12 (human) lipoxygenase inhibition | P18054 | purified 12hLO, xylenol orange hydroperoxide absorbance | Potency, µM (highest dose often 108 µM), without a hit: at the highest dose activity change, negative = inhibition, actives largely listed as inhibitors | 580,000 tested, 1.1% active | AID 1671190; also: % is scaled to controls: 0 for no effect and ±100 for the full control effect
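Purified human 12hLO at 150 nM in 25 mM Hepes, 0.01% Triton X-100, pH 7.0, preincubated 15 min at room temperature with compound. Reaction started with 40 uM arachidonic acid, 30 min at room temperature. Hydroperoxide measured by Fe-xylenol orange, 573/405 nm absorbance ratio.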
Vif-A3F inh – Vif-A3F binding inhibition; HeLa A3F-eYFP + Vif (tagged APOBEC3F with the HIV-1 protein that degrades it), YFP fluorescence increase; Potency, µM (top dose mostly 46.1 µM), without a hit: at the highest dose activity, negative = active; 390,000 tested, 0.2% active; also: % of control where 0% means no effect; nearly all actives have a fitted effect of over 65% in size
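HeLa cells stably expressing Vif plus C-terminally eYFP-tagged A3F were seeded, incubated overnight at 37 deg C, dosed with compound, incubated overnight again at 37 deg C. Yellow fluorescence (Ex 488/Em 500-530) reported blocked Vif-mediated A3F-eYFP degradation.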
IDH1 R132H inh – inhibitors of human mutant IDH1 R132H | AID 602179 | 390,000 tested, 0.093% active | O75874 | Potency, µM (highest dose often 76.6 µM), without a hit: at the highest dose activity change, negative = inhibition, usual class: inhibitors | IDH1-R132H enzyme, NADPH consumption, diaphorase/resazurin fluorescence; also: % is scaled to controls: 0 for no effect and ±100 for the full control effect; nearly all actives have a fitted effect of over 65% in size
Target sequence (O75874 whole entry R132H, stated change not applied): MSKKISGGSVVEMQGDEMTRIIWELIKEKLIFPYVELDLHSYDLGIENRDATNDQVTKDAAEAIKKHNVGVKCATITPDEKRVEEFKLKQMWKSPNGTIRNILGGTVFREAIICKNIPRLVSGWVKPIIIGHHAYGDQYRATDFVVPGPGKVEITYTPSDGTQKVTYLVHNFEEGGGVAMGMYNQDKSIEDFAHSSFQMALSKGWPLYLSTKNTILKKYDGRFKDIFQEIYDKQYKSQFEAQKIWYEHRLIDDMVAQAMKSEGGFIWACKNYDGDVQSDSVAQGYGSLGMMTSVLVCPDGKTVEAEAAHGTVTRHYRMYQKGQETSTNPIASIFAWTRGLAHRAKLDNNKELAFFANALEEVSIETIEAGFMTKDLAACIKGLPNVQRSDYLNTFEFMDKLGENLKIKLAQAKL
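IDH1-R132H (0.5 ug/mL dispensed) in pH 7.5 Tris buffer was preincubated 30 min with compound, then given a substrate mix of 0.016 mM NADPH and 2 mM alpha-KG for 80 min at room temperature; remaining NADPH was read by diaphorase/resazurin fluorescence.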
Vif-A3G inh – blocks the Vif interaction with human APOBEC3G | HeLa A3G-eYFP + Vif (tagged APOBEC3G with the HIV-1 protein that degrades it), YFP fluorescence, overnight | Potency, µM (top dose mostly 46.1 µM), for inactives: at the highest dose activity, negative = active, most hits filed as inhibitors | 410,000 tested, 0.076% active | AID 602310;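 also: % is scaled to controls: 0 for no effect and ±100 for the full control effect; nearly all actives have a fitted effect of over 60% in size; hits raise eYFP signal because A3G escapes Vif-driven loss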
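Read-out is eYFP fluorescence (Ex 488/Em 500-530) from Vif-expressing HeLa A3G-eYFP cells; more signal means A3G escaped Vif-mediated degradation. Cells plated overnight, compound pinned in, incubated overnight at 37 deg C.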
USP1 inh – inhibitors of human USP1/UAF1 deubiquitinase; 390,000 tested, 0.23% active; AID 743255; recombinant USP1/UAF1, Ub-Rhodamine cleavage fluorescence; Potency, µM (doses to about 57.1 µM), inactives show at the top dose activity change, negative = inhibition, most hits filed as inhibitors; also: % is scaled to controls: 0 for no effect and ±100 for the full control effect; nearly all actives have a fitted effect of over 60% in size; inactives centre near -12
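1 nM enzyme complex + cpd, 15 min RT; start with Ub-Rho 150nM final; kinetic fluorescence ex 480/em 540, 6 reads q60 s. Buffer 50mM HEPES pH 7.8, 0.5mM EDTA, 0.1 mg/ml BSA, 1mM TCEP, 0.01% Tween-20.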
rTrxR1 inhibitor – blocks rat thioredoxin reductase 1 | O89049 | recombinant rTrxR1, NADPH fluorescence consumption, selenite substrate | Potency, µM (highest dose often 114 µM), without a hit: at the highest dose activity change, negative = inhibition, hits mostly inhibitors | 390,000 tested, 1% active; also: % is scaled to controls: 0 for no effect and ±100 for the full control effect; nearly all actives have a fitted effect of over 65% in size
Target sequence (O89049 whole entry, looked up): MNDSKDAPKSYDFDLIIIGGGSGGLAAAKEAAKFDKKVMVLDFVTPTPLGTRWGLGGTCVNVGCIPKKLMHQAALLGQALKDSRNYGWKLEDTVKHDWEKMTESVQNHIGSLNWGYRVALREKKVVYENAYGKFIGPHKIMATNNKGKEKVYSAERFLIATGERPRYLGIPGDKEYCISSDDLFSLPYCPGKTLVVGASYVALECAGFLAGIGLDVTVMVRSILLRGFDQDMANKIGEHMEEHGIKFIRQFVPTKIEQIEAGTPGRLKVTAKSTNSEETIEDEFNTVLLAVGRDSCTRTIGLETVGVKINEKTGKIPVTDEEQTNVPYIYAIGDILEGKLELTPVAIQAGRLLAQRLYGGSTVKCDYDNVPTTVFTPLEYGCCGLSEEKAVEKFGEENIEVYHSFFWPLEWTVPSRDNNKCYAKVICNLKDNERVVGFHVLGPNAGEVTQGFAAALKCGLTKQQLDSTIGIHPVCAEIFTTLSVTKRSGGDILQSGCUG
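Rat TrxR1 (90 nM in the dispensed reagent) was pre-reduced with 400 uM NADPH for 5 min at room temperature, then incubated with compound for 15 min. After 400 uM selenite was added, NADPH fluorescence (Ex 340/Em 450 nm) was followed for 8 min.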
TrxR1 substrate – substrates of rat thioredoxin reductase 1. purified TrxR1 substrate turnover, NADPH consumption readout. 390,000 tested, 0.01% active. Potency, µM (doses to about 114 µM), inactives show at the highest dose activity change, negative = substrate turnover; also: % is scaled to controls: 0 for no effect and ±100 for the full control effect; nearly all actives have a fitted effect of over 50% in size
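Rat TrxR1, dispensed at 90 nM, was prereduced with 400 uM NADPH (final) for 5 min at ~22 deg C, then incubated with compound 15 min before 400 uM selenite. A first-read NADPH fluorescence drop versus no-compound background flagged substrates.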
RGS4 inh – human RGS4 inhibition. P49798. Transcreener GDP fluorescence polarization, RGS4-accelerated GTP hydrolysis. Potency, µM (doses to about 114 µM), for inactives: at the top dose activity change, negative = inhibition, most hits filed as inhibitors. 390,000 tested, 0.039% active; also: % is scaled to controls: 0 for no effect and ±100 for the full control effect; nearly all actives have a fitted effect of over 75% in size; some results filed as inactive show a strong effect at the top dose
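MLSMR compounds (23 nl, pin-transferred) preincubated 10 min at room temperature with a 500nM (2x) first reagent, then RGS4 at 900nM (2x) plus Transcreener GDP mix added; fluorescence polarization (620/688 nm) read before and after 90 min at 30 °C.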
* = called active by the depositor; i = inactive; ? = inconclusive; nt = not tested or not shown; & = joins results of further samples; [ ] = remark or other dose. Calls follow the shape of the dose curve; as a rule, active = well fitted curve in the direction sought with a large enough effect; inconclusive = small, poorly fitted or top-dose-only effect, or another doubt; inactive = no such curve, though single readings can be large; an effect the other way counts as inactive or inconclusive. Potency is read from the fitted curve at half-maximal effect. An excerpt, so the mix of outcomes need not match the whole.

Results follow in this order: TrxR1 substrate, RXFP1 ag, IDH1 R132H inh, rTrxR1 inhibitor, RGS4 inh, Vif-A3G inh, ALOX12 inh, Vif-A3F inh, USP1 inh
> COc1cc(NC(=O)CSc2ccccc2)c(C(=O)O)cc1OC
→ 1%, 0.9%, 10%, 4%, 8%, 0%, -19%, 0%, -18%
> Cc1ccc(OCC(=O)Nc2ccc(N3CCN(S(C)(=O)=O)CC3)cc2)cc1
→ 3%[57.1 µM], -0.2%, 19%, 38%[activator][57.1 µM], 6%, 1%, 2%, -5%, -24%
> CCCOc1ccc(-c2cc(C(F)(F)F)c(C#N)c(SCC(=O)O)n2)cc1
→ 29%[57.1 µM], -0.3%, 10%, 27%[57.1 µM], -1%, 1%, 0%, -4%, -24%
> O=C(Cc1ccc(F)cc1)c1ccc(O)cc1O
→ -5%, 0.2%, 2%, 3%, 14%, 0%, ?, -21%, -5%
> O=C(C1CCN(S(=O)(=O)c2ccc(F)cc2)CC1)N1CC=C(c2ccccc2)CC1
→ 5%[57.1 µM], -0.9%, 12%, -6%, 5%, -1%, -20%, 4%, -2%
> CC(=O)n1nc(-c2cccnc2)nc1N
→ 4%, 2.8%, 4%, 16%, -3%, 7%, -26%, -8%, -2%
> CCC(=O)N(Cc1cc2cc(OC)ccc2[nH]c1=O)c1ccccc1C
→ 21%[57.1 µM], 0.9%, -2%, 14%[57.1 µM], -25%, -8%, -1%, -9%, -14%
> Cc1onc(-c2ccccc2Cl)c1C(=O)Nc1ncn[nH]1
→ -6%, 0.2%, 2%, -6%, -1%, 0%, -10%, 10%, -16%
> O=C(CCS(=O)(=O)Cc1ccc(Cl)cc1)NCCCN1CCOCC1
→ 10%[57.1 µM], 0.3%, 4%, 11%, -1%, 2%, -4%, -5%, -9%
> NS(=O)(=O)c1ccc(NC(=O)COC(=O)c2cn(-c3ccccc3)nc2-c2ccccc2)cc1
→ -5%, ?, -6%, -2%, 12%, -9%, -2%, -8%, -1%
> CCN1C(=O)c2cccc3c(S(=O)(=O)Nc4c(C)n(C)n(-c5ccccc5)c4=O)ccc1c23
→ 6%[57.1 µM], 1.8%, 8%, -9%, -2%, -1%, 10%, -21%, -7%
> CCOc1cc2[nH]c(=O)n(CCc3ccc(OC)c(OC)c3)c(=O)c2cc1OCC
→ 12%, 1.2%, -6%, 40%, 16%, 0%, 3%, -3%, -12%
> CS(=O)(=O)N(CC(=O)N1CCOCC1)c1ccccc1Br
→ -2%, 0.7%, 7%, 14%, -7%, 1%, 0%, 5%, -22%
> Cc1cc(NC(=O)c2ccno2)no1
→ -14%, 2.1%, -12%, -20%, -2%, 1%, -6%, -3%, -8%
> O=C(NCC(=O)N1CCN(C/C=C/c2ccccc2)CC1)c1ccc(OC(F)F)cc1
→ 1%, -1.1%, 17%, 6%, 11%, 0%, 383%[activator], -10%, -6%
> Cc1ccc(C(=O)NC(C)c2ccccc2)cc1S(=O)(=O)N1CCOCC1 (stereo not given)
→ 3%[57.1 µM], -0.7%, 1%, 2%[57.1 µM], 13%, 0%, 3%, 5%, -26%
> CN(C(=O)COC(=O)c1cc2ccccc2oc1=O)C1CCCCC1
→ 16%, nt, 18%, 5%, 2%, 2%, 30%&27%[activator], -4%, -16%
> COc1ccccc1NC=C1C(=O)OC2(CCCCC2)OC1=O
→ -5%[57.1 µM], 2.8%, 6%, -3%[57.1 µM], -1%, -5%, -23%, 5%, -16%
> Cc1cc(=O)oc2c3c(cc(OCC(=O)NC(C)C)c12)OC(C)(C)CC3
→ 377%[activator], 0.0%, 4%, 49%[activator], -1%, 2%, ?, 4%, -7%
> Cc1ccc(OC(=O)c2cccnc2)cc1
→ 2%, 3.3%, -11%, 20%, -26%, -1%, 2%, -1%, -27%
> O=c1ccc2cc(S(=O)(=O)N3CCN(c4ccccc4F)CC3)ccc2[nH]1
→ 3%[57.1 µM], 0.7%, 1%, 24%[57.1 µM], -1%, 0%, 16%, 14%, -23%
> O=C(Nc1ccc(S(=O)(=O)N2CCCc3ccccc32)cc1)C1CCCO1 (stereo not given)
→ -17%, 0.2%, -2%, 9%, -13%, 0%, 26%, -7%, -3%
> CC(C)CC(=O)NC(Nc1ccccc1F)C(Cl)(Cl)Cl (stereo not given)
→ -9%, -2.0%, 9%, -4%, -11%, -1%, i, -6%, -16%
> Cc1ccc(S(=O)(=O)N2CCCCC2)cc1NC(=O)c1cccnc1
→ -9%, 0.1%, -2%, -12%, 22%, -1%, 5%, -11%, 1%
> O=C(COc1ncnc2c(Cl)cc(Cl)cc12)N1CCCCC1
→ -1%, 0.3%, -2%, 10%, 25%, -1%, ?, -4%, -14%
> CCc1ccccc1OCC(=O)Nc1cccc(S(=O)(=O)NCc2ccco2)c1
→ 1%, -2.6%, 3%, ?, -44%, -2%, -8%, 2%, -12%
> COC(=O)C1(C)CCC(C(=O)Nc2ccccc2)C1(C)C (stereo not given)
→ 2%[57.1 µM], nt, 4%, -10%[57.1 µM], -3%, -2%, 168%[activator], 5%, -2%
> COC(=O)c1cc2occc2n1CC(=O)N(C)C1CCCCC1
→ -6%, 4.5%, -2%, ?, -22%, 2%, -19%, 3%, 0%
> COc1cccc(CN(C(=O)/C=C/c2ccco2)C2CCS(=O)(=O)C2)c1 (stereo not given)
→ 2%, 1.4%, -7%, 13µM*, ?, 2%, -25%, -7%, -7%
> O=C(c1ccc2c(c1)N(Cc1ccccc1F)C(=O)c1ccccc1S2(=O)=O)N1CCCCC1
→ 0%, -0.1%, -4%, 24%, 15%, -1%, -5%, 2%, -26%
> COC(=O)c1ccc(-c2ccc(/C=N/N3C(=O)C4C5C=CC(CC5)C4C3=O)o2)cc1 (stereo not given)
→ 9%[57.1 µM], -1.0%, 6%, 0%[57.1 µM], 22%, -4%, 1%, -9%, -16%
> COc1ccc(N(CC(=O)Nc2nccs2)S(=O)(=O)c2c(C)[nH]c(=O)[nH]c2=O)cc1
→ -1%, 0.4%, -1%, 15%, 8%[56.9 µM], 0%, -6%, -2%, -23%
> CCc1ccc(N(CC(=O)NC2CCCC2)C(=O)CCC(=O)Nc2ccccn2)cc1
→ 7%[0.457 µM], 0.1%, 0%, 10%, 19%, -1%, 13%, 1%, -17%
> CC(C)c1nn2c(=O)cc(COC(=O)c3ccccc3NC(=O)c3cccc(Cl)c3)nc2s1
→ 1%[57.1 µM], 1.4%, -13%, 7%[57.1 µM], -5%, 4%, ?, -12%, -13%
> N#Cc1ccc(/C=N/NC(=S)Nc2ccc(S(=O)(=O)N3CCOCC3)cc2)cc1
→ -4%, 0.0%, 7%, -4%, -32%, -4%, ?, 0%, -17%
> CCOCCCn1c(SCC(=O)Nc2ccc3[nH]c(=O)[nH]c3c2)nc2ccccc2c1=O
→ -7%, 0.6%, 0%, 3%, 2%, -2%, 0%, 5%, -16%
> CSc1nncc(/C(C)=N/O)n1
→ -10%, 0.3%, -1%, -8%, 18%, 1%, 18%, -10%, -4%
> O=C(CC1SC(N2CCCCC2)=NC1=O)Nc1cccc(C(F)(F)F)c1 (stereo not given)
→ -4%, -0.2%, -1%, -1%, -2%, -1%, 1%, -5%, -5%
> CCN(CC)S(=O)(=O)c1ccc(N2CCOCC2)c(NC(=S)NC(=O)c2ccco2)c1
→ 5%, 6.0%, 6%, -16%, ?, -2%, ?, 0%, ?
> O=C(CN(C(=O)CCC(=O)Nc1ccccn1)c1ccc(F)cc1)NCc1ccc(F)cc1
→ -10%[57.1 µM], -0.2%, 9%, 27%[57.1 µM], -22%, -6%, 6%, 8%, -4%
> Cc1c(C)c2ccc(O)c(CN3CCCC3)c2oc1=O
→ nt, 19%, 7%, ?, -4%, -3%, 0%, -11%, -19%
> Cc1ccc2oc(-c3cc(NC(=O)CC(C)C)ccc3Cl)nc2c1
→ 2%, 9.0%, -11%, -3%, 0%, 2%, -11%&-24%, -1%, -20%
> Cn1c(CNC(=O)OC(C)(C)C)nnc1SCc1c(Cl)cccc1Cl
→ 8%[57.1 µM], 0.6%, 0%, 20%[57.1 µM], -35%, -2%, ?, 4%, -2%
> COc1ccc(-c2ccc3nnc(SCC(=O)Nc4ccc(NC(C)=O)cc4)n3n2)cc1
→ -10%, -0.3%, 0%, -12%, ?, 0%, ?, -16%, -6%
> CC(C)(C)OC(=O)N/N=C/c1ccc(C(=O)O)cc1
→ -5%, 0.8%, 1%, -4%, ?, 3%, -7%, -2%, -8%
> CCN(CC)S(=O)(=O)c1ccc(C(=O)OCCN2C(=O)CCC2=O)cc1
→ -1%, 2.9%, -5%, 18%, -11%, 2%, 454%[activator], 0%, -15%

Bioassay records deposited in PubChem by National Center for Advancing Translational Sciences (NCATS).
